Compound activity from PubChem.
PPARg SRC3 recr: agonists of human PPARgamma SRC-3 coactivator recruitment; activation, % at 8 µM; AID 731; 200,000 tested, 0.26% active; biochemical PPARgamma/SRC-3 coactivator recruitment assay; P37231; in the data active = activation above about 23%;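 also: 0% = DMSO and 100% = reference agonist; some compounds past the cut are filed as inactive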
Target sequence (P37231 whole entry, looked up): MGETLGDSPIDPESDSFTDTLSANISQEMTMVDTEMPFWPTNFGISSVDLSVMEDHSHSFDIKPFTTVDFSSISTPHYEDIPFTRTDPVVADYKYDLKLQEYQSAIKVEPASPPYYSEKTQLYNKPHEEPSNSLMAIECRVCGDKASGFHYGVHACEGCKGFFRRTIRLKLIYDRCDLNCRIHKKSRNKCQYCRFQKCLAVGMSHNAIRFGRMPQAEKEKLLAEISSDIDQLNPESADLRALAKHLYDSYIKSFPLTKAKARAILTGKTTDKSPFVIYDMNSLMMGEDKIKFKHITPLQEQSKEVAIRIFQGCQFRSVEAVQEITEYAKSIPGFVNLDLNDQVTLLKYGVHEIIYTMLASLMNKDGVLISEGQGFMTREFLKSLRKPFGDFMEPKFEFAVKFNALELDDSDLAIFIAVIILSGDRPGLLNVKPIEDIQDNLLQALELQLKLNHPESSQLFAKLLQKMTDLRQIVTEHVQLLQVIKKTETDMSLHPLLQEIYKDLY
L major viab: inhibitors of Leishmania major promastigote growth | Leishmania major promastigotes, resazurin fluorescence viability | inhibition, % at 10 µM | 200,000 tested, 9% active | AID 1063; in the data active = inhibition above about 50%;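 also: promastigotes grown with compound for 44 hours at 28 °C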
TLR4 MyD88 comp: blocks binding of human TLR4 to MyD88. O00206+Q99836. 200,000 tested, 0.18% active. inhibition, % at 8.4 µM. HeLa CL3-4 TLR4/MyD88 BLA complementation, FRET ratio; in the data active = inhibition above about 25%;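 also: 0% = vehicle and 100% = reference inhibitor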
Redox H2O2 prof: compounds producing H2O2 with reducing agent – biochemical, NIH compound library profiling, artefact control for MLSCN library redox annotation, primary screen. activation, % at 10 µM. 200,000 tested, 0.03% active. DTT-dependent redox cycling H2O2, phenol red/HRP absorbance; 100% = 100 µM peroxide control, 0% = buffer;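 active = activation of at least 50% relative to the plate's high and low controls in the primary single-dose screen; inactive = activation below 50%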;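 also: compound incubated with DTT at 0.8 mM final as the reducing agent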
PPARg SRC-1 ag: PPARgamma-driven SRC-1 recruitment agonism. PPARgamma-SRC-1 coactivator recruitment biochemical assay. activation, % at 8 µM. 200,000 tested, 0.41% active. AID 631; in the data active = activation above about 19%;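 also: 0% = DMSO and 100% = reference agonist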
ROMK primary: modulates human ROMK potassium channel activity; P48048; Tet-inducible ROMK, thallium flux fluorescence; actives lie on both sides; B-score at 10 µM; 130,000 tested, 2% active; AID 1918;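 active = signal ratio slope over the read window, or its plate-corrected B-score, at least 3 SD from the plate mean, either direction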;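 also: B-score of the F/F0 ratio slope over 7 to 12 s after thallium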
Target sequence (P48048 whole entry, looked up): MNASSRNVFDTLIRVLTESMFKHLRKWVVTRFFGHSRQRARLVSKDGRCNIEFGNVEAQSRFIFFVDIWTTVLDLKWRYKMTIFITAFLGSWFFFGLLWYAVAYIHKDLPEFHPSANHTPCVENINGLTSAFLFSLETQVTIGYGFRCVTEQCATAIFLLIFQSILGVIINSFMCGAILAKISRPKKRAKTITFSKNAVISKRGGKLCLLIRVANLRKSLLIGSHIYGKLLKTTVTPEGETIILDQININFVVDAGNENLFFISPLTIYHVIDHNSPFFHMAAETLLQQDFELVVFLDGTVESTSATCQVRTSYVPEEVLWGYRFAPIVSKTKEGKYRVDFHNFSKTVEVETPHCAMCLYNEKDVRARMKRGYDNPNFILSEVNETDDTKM
bIAP inhibitor: blocks bovine intestinal alkaline phosphatase activity; purified bovine IAP, CDP-star luminescence, 30 min; inhibition, % at 20 µM; 190,000 tested, under 10 active; AID 1019;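 active = over 50% inhibition of intestinal alkaline phosphatase at 20 µM in the single-dose screen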
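Assay system – bovine IAP enzyme · Quantity – bovine IAP at 1/65,000,000 final dilution · Detection – CDP-star luminescence signal · Times – 30 min reaction at room temperature · Also added – CDP-star substrate at 30 µM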
S1P3 antagonist: blocks the human S1P3 receptor; Q99500; CHO S1P3 NFAT-BLA reporter, FRET fluorescence, antagonist mode; inhibition, % at 4.98 µM; 170,000 tested, 0.27% active; AID 485;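 active = inhibition above the plate cutoff, the mean inhibition of test wells on that plate plus 3 SD, cut at about 28% in these data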;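 also: cells challenged with S1P at its EC80 of 0.8 µM; blue over green emission ratio from cleaved BLA substrate after 4 h stimulation; 0% = S1P-stimulated wells and 100% = unstimulated DMSO-only wells; some compounds past the cut are filed as inactive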
PPARg SRC-2 ag: PPARgamma-driven SRC-2 recruitment agonism; PPARgamma LBD-SRC-2 recruitment, biochemical; activation, % at 8 µM; 200,000 tested, 0.34% active; AID 1032; in the data active = activation above about 22%;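 also: 0% = vehicle and 100% = reference agonist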
bIAP activator: increases bovine intestinal alkaline phosphatase activity. purified bovine IAP, CDP-star luminescence, 30 min; stronger effect = higher value; fold of DMSO-control signal, blank-subtracted. activation factor at 20 µM. 200,000 tested, 0.17% active. AID 1016;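 active = activation factor of 2 or more at 20 µM, a signal rise over negative controls twice the positive control's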
SRC2 TRFRET art: counter-screen for PPARgamma SRC-2 recruitment agonists: TR-FRET artefact; stronger effect = higher value; TR-FRET ratio at 8 µM; 200,000 tested, 0.4% active; AID 1049; in the data active = TR-FRET ratio above about 2000; also: inactives centre near 1500; reference of the scale not given here
* hit, by the source's call; . = not tested or not shown.

SMILES	PPARg SRC3 recr	L major viab	TLR4 MyD88 comp	Redox H2O2 prof	PPARg SRC-1 ag	ROMK primary	bIAP inhibitor	S1P3 antagonist	PPARg SRC-2 ag	bIAP activator	SRC2 TRFRET art
O=C(O)c1ccc(Cl)cc1NC(=O)C1CCCO1 (stereo not drawn)	15	-5	12	-0.6	-4	.	6	-4	-1	0.9	1593
COc1cccc(OCCNc2cc(N3CCCCC3)ccc2[N+](=O)[O-])c1	-4	2	-4	-3.0	-6	-0.27	38	.	-4	0.6	1439
COc1ccccc1NC(=O)C/C(C)=N/NC(=O)COc1c(Br)cc(Br)cc1OC	3	13	-5	-0.7	3	-0.12	-16	-2	-2	1.2	1627
COc1ccc(OC)c2[nH]c(=O)c(CCNC(=O)COc3ccccc3)cc12	10	-2	0	-0.1	-2	.	3	7	9	1	1718
COc1ccc(-c2nc(-c3ccccc3)no2)c(OC)c1	7	44	17	-3.0	6	0.058	-1	-16	4	1	1681
COc1ccc(-c2cc(C(F)(F)F)nc(SCCC(=O)NCc3ccco3)n2)cc1	5	6	1	0.9	-1	.	4	16	-5	1	1613
O=S(=O)(NC(=S)NC1CCCCC1)c1ccc(Cl)cc1	-4	1	1	0.6	-6	1	13	-5	-6	0.9	1371
COc1ccc(OC)c(NC(=O)CSc2nnc(Cn3nnc4ccccc43)n2C)c1	-4	2	4	0.4	-8	.	1	.	-7	1	1411
COc1ccc(C2COC(=O)C2=N)c(NC(=O)c2ccccc2)c1 (stereo not drawn)	-6	21	-7	-0.6	-9	.	6	-5	-8	0.9	1314
O=C(CSc1n[nH]c(-c2ccccc2)n1)Nc1ncccn1	0	-2	-19	0.4	0	1.8	1	5	8	1	1749
COc1cnc(-c2ccccn2)nc1Sc1cccc(Cl)c1	8	100*	2	0.6	0	.	16	.	3	0.8	1693
CCc1nccn1S(=O)(=O)c1cccc([N+](=O)[O-])c1	6	34	14	-0.4	-4	.	-9	-11	-5	1.1	1545
COc1ccc(S(=O)(=O)N(C)CC(=O)NC2CCCCC2)cc1OC	3	-8	4	1.2	-5	-0.017	4	2	13	1	1479
O=C(COc1ccc(Cl)cc1Cl)NCCC1=CCCCC1	-13	-4	16	2.2	-5	.	-3	.	2	1	1727
Cc1nn(C)c(Oc2cccc(Cl)c2)c1C(=O)O	-6	-7	-11	1.4	-1	.	4	.	0	1	1418
CCCCN1CC(C(=O)NC2CCCCC2)CC1=O (stereo not drawn)	-4	-3	-8	-0.2	0	0.35	6	-30	-5	0.9	1487
COc1ccc(/C=C(\C#N)C(=O)N=CN(C)C)cc1	3	-2	1	0.0	3	0.46	0	-20	7	1	1751
O=C(CC1SC(=Nc2cccc3ccccc23)N(Cc2ccccn2)C1=O)Nc1ccccc1Br (stereo not drawn)	3	48	-19	-0.2	12	.	1	15	6	1	1500
COC(=O)c1ccc(CS(=O)(=O)c2ccccc2C)o1	1	-1	-5	-0.5	2	1	.	-33	13	.	1586
CC(C)c1ccc(/C=C/C(=O)CCC(=O)O)cc1	-3	-2	4	-0.3	-4	0.027	6	0	1	0.9	1570
CCOC(=O)CNC(=O)C(NC(=O)C1CCC(C)CC1)C(C)CC (stereo not drawn)	-2	-7	-6	-0.6	3	.	2	.	6	1	1435
CCOC(=O)CSc1nc(C)c2ccccc2n1	1	0	-9	-2.4	0	.	18	.	1	0.8	1458
CCOc1cc(/C=C(\C#N)C(N)=O)ccc1OCc1c(C)no[n+]1[O-]	8	3	-15	-1.2	6	-1.6	-1	3	4	1	1709
Cc1nn(-c2ccccc2)c(Cl)c1/C=N/NC(=O)c1cccc(S(=O)(=O)N2CCCC2)c1	1	-8	-5	0.0	11	.	3	1	4	1	1574
CC(C)CN(CCCNC(=O)CN1C(=O)CSc2ccc(S(=O)(=O)N3CCOCC3)cc21)CC(C)C	-3	-3	10	-0.5	1	-0.47	-4	-12	0	1	1673
O=C(O)c1ccccc1NC(=O)C1CCCO1 (stereo not drawn)	-5	-6	-6	2.5	-2	.	0	-33	-3	1	1529
COc1cccc(C2C3CN(C)CC=C3C(C#N)=C(N)C2(C#N)C#N)c1OC (stereo not drawn)	-1	2	-3	0.4	-2	.	-3	.	-1	1	1599
COc1ccccc1NC(=O)c1cc(Cl)ccc1NC(=O)c1ccco1	-15	-4	-7	4.1	-2	.	3	.	0	1	1583
C=CCN(C(=O)COc1ccccc1)c1nnc(-c2ccncc2)s1	16	-8	-6	1.0	7	.	8	.	4	0.9	1540
CCn1nnnc1SCC(=O)Nc1cccc(C)n1	-10	-6	-2	2.2	2	.	8	-20	2	0.9	1265
CCC(C)(C)NC(=O)C1CCCN1C(=O)NC1CCCCC1 (stereo not drawn)	-2	-6	9	-0.3	8	.	-8	6	5	1.1	1600
COc1ccc(/C=N\NC(=O)COc2ccc(Cl)cc2Cl)c(C(=O)O)c1OC	1	-15	-8	-0.1	-1	1.6	12	8	3	0.9	1561
COc1cc(/C=N/NS(=O)(=O)c2ccc(C)cc2)ccc1OCc1cccc(C(=O)O)c1	-2	-5	-1	-0.1	-6	-0.21	1	3	-4	1	1283
Cc1cc(C)cc(-n2nnnc2SCC(=O)N2CCOCC2)c1	-7	3	-12	0.7	-1	0.24	-4	.	1	1	1473
COc1ccccc1N1CCN(C(=O)c2ccc(S(=O)(=O)N3CCCC3)cc2)CC1	-1	63*	-5	2.9	3	.	1	1	10	1	1503
Cn1c(=O)c2c(nc(N3CCCCCC3)n2Cc2cccc3ccccc23)n(C)c1=O	5	35	-8	0.5	1	-1.8	-4	.	3	1	1747
COc1ccccc1-c1cc(C(F)(F)F)nc(S(=O)(=O)CCCC(=O)Nc2cc(C)on2)n1	-1	2	12	0.0	1	0.3	14	-80	-8	0.9	1461
Cc1cc(C)n(-c2nc(NC(C)(C)C)nc(NC(C)(C)C)n2)n1	-7	23	-4	18	0	.	2	38	3	1	1366
COc1ccc(S(=O)(=O)N2CCN(S(=O)(=O)c3ccc4c(c3)OCCO4)CC2)cc1	-3	-5	4	6.0	-3	.	10	1	-9	0.9	1429
Cn1cccc1P(=O)(c1cccn1C)c1cccn1C	0	1	3	0.3	9	.	1	0	6	1	1758

Some entries already given, showing only L major viab.
SMILES,L major viab
Cn1cccc1P(=O)(c1cccn1C)c1cccn1C,1
COc1ccccc1-c1cc(C(F)(F)F)nc(S(=O)(=O)CCCC(=O)Nc2cc(C)on2)n1,2
O=C(O)c1ccccc1NC(=O)C1CCCO1 (stereo not drawn),-6
CC(C)CN(CCCNC(=O)CN1C(=O)CSc2ccc(S(=O)(=O)N3CCOCC3)cc21)CC(C)C,-3

Going on with the list:
SMILES	PPARg SRC3 recr	L major viab	TLR4 MyD88 comp	Redox H2O2 prof	PPARg SRC-1 ag	ROMK primary	bIAP inhibitor	S1P3 antagonist	PPARg SRC-2 ag	bIAP activator	SRC2 TRFRET art
[O-]/[N+](=C\c1ccncc1)c1ccccc1	-3	-3	-5	-3.3	4	.	8	-11	9	0.9	1770
COc1ccc(Cn2c(SC)nc3ccccc32)cc1[N+](=O)[O-]	5	0	1	-3.6	-2	.	8	.	3	0.9	1581
O=C(NNC(=O)c1cc2cc(Br)ccc2oc1=O)c1ccc(O)cc1O	1	33	-2	-1.2	6	0.12	31	2	13	0.7	1584
O=S(=O)(c1ccccc1)N1CCN=C1SCc1ccc(Cl)cc1	2	100*	-6	-0.4	5	.	26	17	4	0.7	1672
CCC(=O)N(Cc1cc2cc(OC)ccc2[nH]c1=O)c1ccccc1C	-3	4	14	-0.1	6	0.61	-5	-60	3	1.1	1483
CCOc1ccc(OCCOCCOc2c(Cl)cccc2Cl)cc1	-2	60*	-10	3.4	-4	.	.	.	2	.	1327
CCOc1ccc(C2CC(=O)NC(SCC(=O)OC)=C2C#N)cc1 (stereo not drawn)	5	-3	-6	-1.0	-2	.	2	5	1	1	1452
CC(=O)Nc1ccc(S(=O)(=O)Oc2cccc(/C=N/N=C3/NC(=O)C(CC(=O)O)S3)c2)cc1 (stereo not drawn)	7	-5	-6	0.2	1	-2.8	-5	-3	11	1.1	1789
CC(C)N(C(=O)Cn1cc(SCC(=O)N2CCCC2)c2ccccc21)C(C)C	3	0	3	-0.6	6	-0.76	-7	8	-4	1.1	1658
c1cn(CCCNc2ncnc3sc4c(c23)CCC4)cn1	1	10	6	-3.1	1	.	-40	-27	4	1.4	1604
CCN(c1ccccc1)c1cc(C)nc2ncnn12	7	-6	0	-1.0	16	.	11	-39	0	0.9	1479
Cc1csc2nc(CNC(=O)c3cccc(C(F)(F)F)c3)cn12	9	-4	9	1.5	2	.	14	-6	11	0.9	1727
COc1ccc(CCNC(=O)c2nnn(CC(=O)Nc3cccc(F)c3)c2N)cc1OC	-1	-1	-3	-0.7	5	0.3	4	-13	-6	1	1547
COc1ccc(NC(=O)C2CC(=O)n3ncnc3N2)cc1 (stereo not drawn)	-7	-6	-21	-3.5	-4	.	3	.	-6	1	1547
CCCCOc1ccc(CSc2nnc(C)n2N)cc1[N+](=O)[O-]	2	-4	14	-0.6	3	0.56	7	5	3	0.9	1687
COc1ccc(OC)c(Nc2nc3nonc3nc2N2CCCC(C)C2)c1 (stereo not drawn)	1	40	10	0.4	-1	1.2	16	-12	7	0.8	1623
Cc1nc(NNC(=O)c2ccc([N+](=O)[O-])cc2)cc(-c2ccccc2)n1	2	-1	3	0.0	8	-0.074	3	.	6	1	1462
CCOC(=O)c1[nH]c2ccc(OC)cc2c1NS(=O)(=O)c1ccc(Cl)s1	1	7	-2	0.4	9	-0.64	5	3	-4	1	1635
CC(c1ccco1)N(C(=O)COc1ccccc1[N+](=O)[O-])c1ccccn1 (stereo not drawn)	7	1	-8	0.3	0	0.13	9	.	5	0.9	1668
COCCN1Cc2cccc(C(=O)Nc3cccc(C)c3C)c2C1=O	10	13	0	0.1	-9	.	17	-5	-1	0.8	1560
O=C(NN1CCOCC1)C12CC3CC(CC(C3)C1)C2	0	-3	-10	-0.1	8	0.35	20	1	2	0.8	1626
CN1C(=O)C2(Oc3ccccc3C3CC(c4ccccc4)=NN32)c2ccccc21 (stereo not drawn)	19	21	2	-6.4	6	-0.63	4	.	12	1	1616
O=C(Nc1nnc(Cc2ccc(Cl)cc2)s1)c1cccnc1	6	-11	-2	-0.6	0	1.6	-7	-8	7	1.1	1359
O=C(c1ccc(S(=O)(=O)N2CCCCCC2)cc1)N1CCN(c2ccccn2)CC1	-8	11	0	0.0	-4	0.37	-6	8	-1	1.1	1490
N#C/C(=C\C=C\c1ccccc1[N+](=O)[O-])c1nc(-c2ccc3c(c2)OCO3)cs1	-12	-2	5	-0.4	0	.	36	.	-11	0.6	1386
COc1ccc(Cc2nnc(SCC(=O)c3ccccc3)o2)cc1	1	-6	-8	1.8	-5	.	1	2	2	1	1545
